PRC2 inh – EZH2 (human) methyltransferase inhibition; AID 651548; PRC2 H3K27 methylation, DELFIA TRF, 1 h; 57,000 tested, 0.35% active; Q15910; inhibition, % at 12.5 µM;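 active means mean inhibition of replicates at least 50% and every single replicate also reaching 50%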;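 further: dimethyl H3K27 on biotinylated H3 21-44 peptide detected by antibody; plate controls were median neutral control wells for no effect and median positive control wells for full effect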
IDH1 mut inh – IDH1 R132H (human) inhibition; O75874; 70,000 tested, 0.18% active; inhibition, % at 10 µM; IDH1 R132H reductase, diaphorase/resazurin fluorescence, 60 min; in the data active means inhibition above about 34%;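 further: 0% = DMSO and 100% = no enzyme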
Target sequence (O75874 whole entry R132H): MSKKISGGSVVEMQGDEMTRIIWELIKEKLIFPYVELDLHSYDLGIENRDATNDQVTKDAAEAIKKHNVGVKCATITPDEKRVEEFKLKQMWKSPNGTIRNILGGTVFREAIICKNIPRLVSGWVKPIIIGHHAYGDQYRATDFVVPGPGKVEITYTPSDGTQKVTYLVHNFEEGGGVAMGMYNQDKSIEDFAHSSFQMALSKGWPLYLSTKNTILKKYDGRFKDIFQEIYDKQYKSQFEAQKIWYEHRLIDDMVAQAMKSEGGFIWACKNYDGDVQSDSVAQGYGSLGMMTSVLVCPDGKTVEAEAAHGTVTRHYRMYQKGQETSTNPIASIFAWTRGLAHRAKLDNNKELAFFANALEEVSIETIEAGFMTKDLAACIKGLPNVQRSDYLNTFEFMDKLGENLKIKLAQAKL
Active calls of the source: *; / = no result given. These rows are one share of the data, so the mix of outcomes need not match the whole.

SMILES	PRC2 inh	IDH1 mut inh
O=C(N[C@H]1CC[C@H](CCNC(=O)C2CCOCC2)O[C@H]1CO)c1ccccn1	-4	0.2
C[C@@H]1CN([C@@H](C)CO)S(=O)(=O)c2ccc(-c3cccc(C#N)c3)cc2O[C@@H]1CN(C)Cc1ccccn1	/	0.2
COC(=O)c1ccc(Cl)c(NC(=O)CN(c2cccc(F)c2)S(C)(=O)=O)c1	-5	-0.3
C[C@H](CO)N1C[C@H](C)[C@@H](CN(C)C(=O)Nc2ccc3c(c2)OCO3)Oc2c(NS(=O)(=O)c3ccccc3)cccc2C1=O	/	1.6
Cc1cc(C(=O)Nc2cccc3c2O[C@H](CN(C)C(=O)Nc2ccc(F)cc2)[C@H](C)CN([C@H](C)CO)C3=O)n(C)n1	5	/
O=C(NC1CCCCC1)N[C@@H]1CC[C@H](CCNS(=O)(=O)c2ccccc2)O[C@H]1CO	9	0.2
CN1CCN(C(=O)c2cc3c(c(-c4cccc(-c5ccccc5F)c4)n2)[C@@H](CCO)N([S@](=O)C(C)(C)C)C3)CC1	-3	-0.3
C[C@@H]1CCCCO[C@H](CN(C)C(=O)Nc2ccccc2)[C@H](C)CN([C@H](C)CO)C(=O)c2cc(NS(=O)(=O)c3cccs3)ccc2O1	/	0.9
COc1ccc(NC(=O)N(C)C[C@@H]2Oc3ncc(-c4cccc(F)c4)cc3C(=O)N([C@H](C)CO)C[C@@H]2C)cc1	/	0.0
C[C@H](CO)N1C[C@H](C)[C@@H](CN(C)Cc2ccc3c(c2)OCO3)Oc2ccc(NC(=O)Nc3ccccc3)cc2C1=O	-6	3.0
COc1ccc(NC(=O)Cn2nnc(-c3ccccc3Cl)n2)c(OC)c1	-7	0.4
CC(C)CC#Cc1ccc2c(c1)O[C@@H](CN(C)C(=O)NC1CCCC1)[C@H](C)CN([C@@H](C)CO)S2(=O)=O	-3	29
O=C(O)CCNC(=O)c1ccc(C#CC2(O)CCCCC2)cc1	-1	0.3
CC(C)NC(=O)N(C)C[C@H]1Oc2ccc(NS(C)(=O)=O)cc2C(=O)N([C@@H](C)CO)C[C@H]1C	-4	0.4
CCS(=O)(=O)NCC[C@H]1CC[C@H](NC(=O)Nc2ccccc2)[C@@H](CO)O1	-15	0.1
C[C@@H]1CN([C@H](C)CO)C(=O)c2cc(NS(=O)(=O)c3ccc(Cl)cc3)ccc2O[C@H]1CN(C)Cc1ccccc1	17	/
COC(=O)c1c(NC(=O)COc2cc(C)ccc2C)sc2c1CCC2	-13	-0.2
COc1ccccc1S(=O)(=O)N[C@@H]1C=C[C@@H](CC(=O)N2CCN(C)CC2)O[C@H]1CO	-4	-0.1
Cc1ccc(S(=O)(=O)N(C)C[C@H]2Oc3ccc(NC(=O)CCC(F)(F)F)cc3CC(=O)N([C@@H](C)CO)C[C@H]2C)cc1	0	0.0
C[C@H](O)C#Cc1cnc2c(c1)C(=O)N([C@@H](C)CO)C[C@H](C)[C@@H](CN(C)Cc1cccc(C(=O)O)c1)O2	-9	/
C[C@H]1CN([C@@H](C)CO)C(=O)c2cc(-c3ccccc3F)cnc2O[C@@H]1CN(C)C(=O)c1ccccn1	/	0.2
CC(=O)c1cn(CC(=O)Nc2cccc(C(F)(F)F)c2)c2ccccc12	1	0.9
Cc1noc(C)c1S(=O)(=O)N(C)C[C@H]1OCCCC[C@@H](C)Oc2ccc(N(C)C)cc2C(=O)N([C@@H](C)CO)C[C@@H]1C	1	-1.3
COc1ccc(NC(=O)Nc2ccc3c(c2)C(=O)N([C@@H](C)CO)C[C@H](C)[C@H](CN(C)C)O3)cc1	0	-0.9
C[C@H]1CCCCO[C@@H](CN(C)C(=O)CCC(F)(F)F)[C@@H](C)CN([C@@H](C)CO)C(=O)c2cc(N(C)C)ccc2O1	1	-2.5
CCC(=O)Nc1ccc2c(c1)OC[C@@H](C)N(C(=O)C1CCC1)C[C@H](C)[C@@H](OC)CN(C)C2=O	1	0.3
O=C(C[C@@H]1C[C@H]2c3cc(NC(=O)C4CCOCC4)ccc3O[C@H]2[C@@H](CO)O1)NCc1ccncc1	-8	0.1
C[C@@H]1CN([C@@H](C)CO)C(=O)c2cc(-c3cccc(F)c3)cnc2O[C@@H]1CN(C)C(=O)C1CCC1	7	-5.9
CC(C)CC#Cc1ccc2c(c1)O[C@H](CN(C)C(=O)C1CCC1)[C@@H](C)CN([C@H](C)CO)S2(=O)=O	-2	/
COc1ccc(S(=O)(=O)NCCCN2CCOCC2)c(C)c1C	8	0.3
CN(CCO)c1ccc(/C=N/NC(=O)CCCCCCC(=O)Nc2ccccc2O)cc1	10	-0.4
C[C@H]1CN([C@@H](C)CO)C(=O)Cc2cc(NS(=O)(=O)c3ccccc3)ccc2O[C@H]1CN(C)S(=O)(=O)c1ccc(F)cc1	/	0.0
COc1cc(OC)c(NC(=O)Cc2ccccc2[N+](=O)[O-])cc1Cl	7	-0.3
COc1ccccc1CNC(=O)C[C@H]1C[C@H]2c3cc(NC(=O)C4CCOCC4)ccc3O[C@H]2[C@H](CO)O1	-6	0.2
Cc1cc(=O)[nH]c(SCC(=O)c2ccccc2)n1	3	1.3
COc1cccc(-c2cc(C#N)c(NC(=O)c3cccc([N+](=O)[O-])c3)o2)c1	17	0.2
C[C@@H]1CN([C@@H](C)CO)C(=O)Cc2cc(NC(=O)NC3CCCCC3)ccc2O[C@@H]1CN(C)Cc1ccc2c(c1)OCO2	/	2.7
COc1cccc(NC(=O)Cn2cnc3ccccc3c2=O)c1	-11	-0.2
C[C@H]1CN([C@@H](C)CO)C(=O)c2cc(C#CCc3ccccc3)cnc2O[C@H]1CN(C)Cc1ccc(C(=O)O)cc1	21	-0.2
COCC#Cc1ccc2c(c1)O[C@@H](CN(C)C(C)=O)[C@H](C)CN([C@@H](C)CO)S2(=O)=O	13	-0.4
C[C@@H]1CN([C@@H](C)CO)C(=O)Cc2cc(NC(=O)Cc3ccccc3)ccc2O[C@H]1CN(C)Cc1ccc(Oc2ccccc2)cc1	/	0.5
Cc1ccc(S(=O)(=O)N(C)C[C@@H]2Oc3ccc(NS(=O)(=O)c4ccccc4)cc3CC(=O)N([C@@H](C)CO)C[C@@H]2C)cc1	/	-2.9
C[C@H]1CN([C@@H](C)CO)C(=O)c2cc(C#CCC3CCCC3)cnc2O[C@@H]1CN(C)CC1CCOCC1	-11	-0.3
C[C@@H]1CN([C@H](C)CO)C(=O)c2cc(-c3cccc(F)c3)cnc2O[C@@H]1CN(C)C(=O)c1ccccn1	-3	-8.9
C[C@H](CO)N1C[C@H](C)[C@@H](CN(C)C(=O)CC2CC2)Oc2ncc(-c3ccc(C#N)cc3)cc2C1=O	-6	/
O=C(N[C@H]1CC[C@H](CCNS(=O)(=O)c2ccc(F)cc2)O[C@@H]1CO)C1CCOCC1	1	-0.1
C#Cc1ccc([C@H]2C=C(C(=O)N3CCN(Cc4ccc5c(c4)OCO5)CC3)O[C@@H](OCc3ccc(CO)cc3)C2)cc1	15	/
C[C@H](O)C#Cc1ccc2c(c1)O[C@H](CN(C)C)[C@H](C)CN([C@H](C)CO)S2(=O)=O	8	-0.3
O=C(C[C@@H]1C[C@@H]2c3cc(NC(=O)CC4CC4)ccc3O[C@@H]2[C@H](CO)O1)NCC(F)(F)F	8	-0.2
COc1cccc2oc(-c3ccccc3)cc(=O)c12	4	-0.2
C[C@@H]1CN([C@@H](C)CO)C(=O)c2cccc(NC(=O)Nc3cccc4ccccc34)c2O[C@@H]1CN(C)CC1CC1	-9	/
C[C@@H]1CN([C@H](C)CO)C(=O)c2cccc(NC(=O)C3CC3)c2O[C@H]1CN(C)Cc1ccc(C(F)(F)F)cc1	/	0.7
COc1ccc(Cl)cc1NC(=O)CN(Cc1ccccc1)S(C)(=O)=O	-4	-0.2
C[C@@H]1CCCCO[C@H](CN(C)S(=O)(=O)c2ccc(F)cc2)[C@@H](C)CN([C@@H](C)CO)C(=O)c2cc(NC(=O)CCC(F)(F)F)ccc2O1	/	-0.1
CC(C)NC(=O)N(C)C[C@H]1Oc2ccc(NC(=O)Cc3cn(C)c4ccccc34)cc2C(=O)N([C@@H](C)CO)C[C@H]1C	26	-24
Cc1ccc(S(=O)(=O)NCC(=O)Nc2ccccc2F)cc1	-15	0.4
CNC[C@@H]1Oc2ccc(NC(=O)Nc3ccc4c(c3)OCO4)cc2C(=O)N([C@@H](C)CO)C[C@@H]1C	2	3.6
Cc1cc(C)n(CC(O)Cn2ccc3ccccc32)n1 (centres undefined)	3	0.6
C[C@@H]1CN([C@@H](C)CO)C(=O)c2cc(NS(=O)(=O)c3ccc(Cl)cc3)ccc2O[C@H]1CN(C)C(=O)Nc1ccc2c(c1)OCO2	/	0.3
C[C@@H]1CCCCO[C@H](CN(C)S(=O)(=O)c2cccs2)[C@H](C)CN([C@@H](C)CO)C(=O)c2cc(NC(=O)NC3CCCCC3)ccc2O1	/	2.4

The final four records of the section above lead into the next.
SMILES	PRC2 inh	IDH1 mut inh
CNC[C@@H]1Oc2ccc(NC(=O)Nc3ccc4c(c3)OCO4)cc2C(=O)N([C@@H](C)CO)C[C@@H]1C	2	3.6
Cc1cc(C)n(CC(O)Cn2ccc3ccccc32)n1 (centres undefined)	3	0.6
C[C@@H]1CN([C@@H](C)CO)C(=O)c2cc(NS(=O)(=O)c3ccc(Cl)cc3)ccc2O[C@H]1CN(C)C(=O)Nc1ccc2c(c1)OCO2	/	0.3
C[C@@H]1CCCCO[C@H](CN(C)S(=O)(=O)c2cccs2)[C@H](C)CN([C@@H](C)CO)C(=O)c2cc(NC(=O)NC3CCCCC3)ccc2O1	/	2.4
CCC(=O)N1C[C@H](C)[C@@H](OC)CN(C)C(=O)c2cc(NS(=O)(=O)CC)ccc2OC[C@H]1C	-3	0.0
Cc1noc(C)c1S(=O)(=O)Nc1ccc2c(c1)C(=O)N([C@H](C)CO)C[C@@H](C)[C@@H](CN(C)Cc1ccc(C(=O)O)cc1)OCCCC[C@H](C)O2	/	0.4
Cc1ccc(S(=O)(=O)Nc2cccc3c2O[C@H](CN(C)S(=O)(=O)c2cn(C)cn2)[C@@H](C)CN([C@@H](C)CO)C3=O)cc1	/	0.2
C[C@@H]1CCCCO[C@@H](CN(C)Cc2ccc(Cl)c(Cl)c2)[C@H](C)CN([C@@H](C)CO)C(=O)c2cc(NC(=O)Nc3ccccc3)ccc2O1	/	-13
O=C(N[C@@H]1CC[C@@H](CC(=O)N2CCOCC2)O[C@@H]1CO)c1cccc(F)c1	2	1.0
C[C@@H]1CN([C@@H](C)CO)S(=O)(=O)c2ccc(C#CCN(C)C)cc2O[C@H]1CN(C)Cc1cccnc1	/	0.1
C[C@@H]1CN([C@@H](C)CO)C(=O)c2cccc(NS(=O)(=O)c3ccccc3)c2O[C@H]1CN(C)CC1CCCCC1	25	/
CO[C@H]1CC[C@H]2CCN(C)C(=O)[C@@H](C)[C@H](OC)CN(C)C(=O)c3cc(C#N)ccc3OC[C@@H]1O2	-4	-0.2
C[C@H](CO)N1C[C@H](C)[C@@H](CN(C)Cc2ccc(C(F)(F)F)cc2)Oc2ccc(NC(=O)Nc3ccc(F)cc3)cc2CC1=O	/	0.3
COc1ccc(NC(=O)Nc2ccc3c(c2)C(=O)N([C@@H](C)CO)C[C@@H](C)[C@H](CN(C)Cc2ccc(Cl)c(Cl)c2)OCCCC[C@H](C)O3)cc1	/	1.7
C[C@H](NC(=O)C[C@H]1C[C@@H]2c3cc(NC(=O)Nc4ccc(C(F)(F)F)cc4)ccc3O[C@@H]2[C@H](CO)O1)c1ccccc1	-35	0.0
Cc1noc(C)c1S(=O)(=O)N(C)C[C@H]1Oc2ccc(N(C)C)cc2CC(=O)N([C@H](C)CO)C[C@@H]1C	-3	2.7
C[C@@H]1CN([C@H](C)CO)C(=O)c2cc(NC(=O)Nc3ccccc3)ccc2O[C@@H]1CN(C)C(=O)Nc1cccc2ccccc12	/	-0.1
CC(C)CC#Cc1cnc2c(c1)C(=O)N([C@H](C)CO)C[C@H](C)[C@@H](CN(C)S(=O)(=O)c1cn(C)cn1)O2	-13	-7.3
C[C@@H]1CN([C@@H](C)CO)C(=O)c2cccc(NS(=O)(=O)c3ccc(Cl)cc3)c2O[C@H]1CN(C)C(=O)Nc1ccccc1	10	3.6
N#C[C@H]1[C@@H](c2ccc(C3=CCCC3)cc2)[C@@H](CO)N1C(=O)c1cccc(F)c1	/	1.6
CC(C)NC(=O)Nc1ccc2c(c1)C(=O)N([C@@H](C)CO)C[C@@H](C)[C@H](CN(C)C(=O)Nc1cccc3ccccc13)O2	-2	/
Cc1ccc(S(=O)(=O)N(C)C[C@@H]2Oc3ccc(NC(=O)CCC(F)(F)F)cc3C(=O)N([C@@H](C)CO)C[C@H]2C)cc1	0	-2.7
C[C@H](CO)N1C[C@H](C)[C@H](CN(C)S(C)(=O)=O)Oc2ncc(-c3cc4ccccc4o3)cc2C1=O	7	-0.5
Cc1ccc(S(=O)(=O)Nc2cccc3c2O[C@@H](CN(C)C(=O)Nc2ccccc2)[C@@H](C)CN([C@@H](C)CO)C3=O)cc1	-6	-0.4
Cc1ccc(S(=O)(=O)N(C)C[C@@H]2OCCCC[C@@H](C)Oc3ccc(NC(=O)C4CCCCC4)cc3C(=O)N([C@@H](C)CO)C[C@@H]2C)cc1	/	-3.2

Filtered by structure: those above with a nitro group on carbon
SMILES	PRC2 inh	IDH1 mut inh
COc1cc(OC)c(NC(=O)Cc2ccccc2[N+](=O)[O-])cc1Cl	7	-0.3
COc1cccc(-c2cc(C#N)c(NC(=O)c3cccc([N+](=O)[O-])c3)o2)c1	17	0.2

Quoted at random: 2 compounds from above.
SMILES	PRC2 inh	IDH1 mut inh
CC(C)NC(=O)Nc1ccc2c(c1)C(=O)N([C@@H](C)CO)C[C@@H](C)[C@H](CN(C)C(=O)Nc1cccc3ccccc13)O2	-2	/
N#C[C@H]1[C@@H](c2ccc(C3=CCCC3)cc2)[C@@H](CO)N1C(=O)c1cccc(F)c1	/	1.6

Screening results as filed in PubChem BioAssay.
